Screening results deposited in PubChem by Sanford-Burnham Center for Chemical Genomics.
CCR6 antag: CCR6 (human) receptor antagonism | inhibition, % at 20 µM | CHO-K1 CCR6 PathHunter beta-arrestin, luminescence, CCL20-stimulated | P51684 | actives 0.49% (n = 340,000) | AID 493098;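 active means compounds whose inhibition of the agonist-driven luminescence signal at 20 µM reaches about 50%, limit read from the data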;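 further: cells stimulated with CCL20 at 14 nM final; plate controls were DMSO with CCL20 for no effect and DMSO without agonist for full effect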
Target sequence (P51684 whole entry, looked up): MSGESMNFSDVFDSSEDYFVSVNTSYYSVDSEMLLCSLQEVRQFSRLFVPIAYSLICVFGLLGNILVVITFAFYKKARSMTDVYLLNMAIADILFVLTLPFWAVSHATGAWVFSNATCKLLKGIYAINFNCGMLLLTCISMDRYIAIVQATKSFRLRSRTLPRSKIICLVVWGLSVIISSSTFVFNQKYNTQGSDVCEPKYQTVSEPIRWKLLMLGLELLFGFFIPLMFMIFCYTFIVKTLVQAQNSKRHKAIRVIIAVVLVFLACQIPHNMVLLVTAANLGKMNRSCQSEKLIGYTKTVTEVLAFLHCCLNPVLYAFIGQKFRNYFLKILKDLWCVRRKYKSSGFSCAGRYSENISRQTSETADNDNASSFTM
Apaf1 inhib: inhibitors of human Apaf-1 apoptosome; actives 0.71% (n = 330,000); reconstituted apoptosome caspase-3 activity, DEVD-Rh110 fluorescence; inhibition, % at 20 µM; O14727; AID 489030; active means inhibition of at least 40% at 20 µM;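 further: plate controls were DMSO wells for no effect and DEVD-CHO caspase inhibitor wells for full effect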
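Medium: Hepes buffer, pH 7.5 / System: biochemical Apaf-1 apoptosome reconstitution / Measured by: Rh110 fluorescence, excitation 480 nm, emission 540 nm / Times: compound with Apaf-1, dATP, procaspase-3 30 min, then 50 min reaction, room temperature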
697 NFkB inh: inhibitors of the PMA/ionomycin-induced NF-kB reporter in 697 B cells; inhibition, % at 4 µM; actives 0.33% (n = 330,000); 697 B-cell NF-kB luciferase reporter, 16 h; in the data active means inhibition above about 35%
Jurkat NFkB inh: inhibitors of the PMA/ionomycin-induced NF-kB reporter in Jurkat cells; PMA/ionomycin-induced NF-kB luciferase reporter, luminescence; inhibition, % at 4 µM; actives 0.53% (n = 330,000)
EBI2 antag: antagonists of human EBI2 receptor. EBI2 beta-arrestin recruitment, luminescence, 7a,25-OHC stimulated. inhibition, % at 5 µM. actives 0.81% (n = 360,000); in the data active means inhibition above about 38%;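 further: enzyme fragment complementation signal reports receptor beta-arrestin coupling in cells; 0% = agonist plus DMSO wells and 100% = wells without agonist; some results beyond the cut were filed as inactive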
Target sequence (P32249 whole entry, looked up, the tested form may be a part): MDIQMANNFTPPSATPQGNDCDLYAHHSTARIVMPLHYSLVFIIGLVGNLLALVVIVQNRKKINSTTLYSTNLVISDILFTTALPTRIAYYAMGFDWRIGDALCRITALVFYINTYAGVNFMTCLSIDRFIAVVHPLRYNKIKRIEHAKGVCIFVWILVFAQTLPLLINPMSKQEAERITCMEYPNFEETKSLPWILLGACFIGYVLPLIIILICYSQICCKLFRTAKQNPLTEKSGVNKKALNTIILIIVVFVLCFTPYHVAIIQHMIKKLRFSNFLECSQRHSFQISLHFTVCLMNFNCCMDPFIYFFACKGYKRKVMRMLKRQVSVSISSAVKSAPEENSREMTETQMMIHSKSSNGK
SENP8 block: inhibitors of human SENP8 protease; Q96LD8; purified SENP8, Z-RLRGG-aminoluciferin cleavage, luminescence; inhibition, % at 10 µM; actives 1.2% (n = 330,000); AID 2540
Target sequence (Q96LD8 whole entry, looked up): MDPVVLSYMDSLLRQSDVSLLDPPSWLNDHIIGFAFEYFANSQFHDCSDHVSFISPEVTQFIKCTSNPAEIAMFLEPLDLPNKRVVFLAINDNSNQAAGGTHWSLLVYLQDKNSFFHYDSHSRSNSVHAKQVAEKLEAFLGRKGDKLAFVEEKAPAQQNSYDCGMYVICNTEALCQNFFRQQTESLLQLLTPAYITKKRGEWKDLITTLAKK
Gli-Sufu antag: Gli-Sufu pathway antagonism. Sufu-KO-LIGHT fibroblasts, Gli luciferase reporter luminescence. inhibition, % at 5 µM. actives 0.74% (n = 340,000);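 active means inhibition above about 55%, limit read from the data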;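 further: 0% = DMSO-treated cells and 100% = wells with medium but no cells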
UBC13 polyUb: human UBC13 polyubiquitination inhibition | inhibition, % at 20 µM | UBC13 polyubiquitin chain formation, TR-FRET | actives 0.47% (n = 330,000) | AID 485273; in the data active means inhibition above about 45%, passing the limit was not always enough
Starred values were filed as active, the others as inactive. Unless noted, no stated cut-off is given here; in the data, active means inhibition above about 50%; inactive means the rest. Not all compounds are listed (hit frequency here may not be typical).

SMILES	CCR6 antag	Apaf1 inhib	697 NFkB inh	Jurkat NFkB inh	EBI2 antag	SENP8 block	Gli-Sufu antag	UBC13 polyUb
CCN1CCN(Cc2ccc(NC(=O)Nc3ccc(OC)cc3)cc2)CC1	1	-1	-26	-55	-5	-2	-16	2
CN(Cc1ccccc1)c1nc2c(c(=O)[nH]c(=O)n2C)n1Cc1ccccc1Cl	-16	38	-2	2	5	4	22	2
CCOC(=O)C1CCN(C/C=C/c2ccccc2[N+](=O)[O-])CC1	0	-14	1	-13	7	-12	-5	-4
c1ccc(CSc2nnc3ccc(-c4ccncc4)nn23)cc1	7	7	-13	-15	0	-10	0	-9
COc1cccc(N2[C@@H](CC(C)=O)c3ccc(/C=C/C(C)=O)cc3S2(=O)=O)c1	8	13	21	12	5	0	0	-2
Cc1ccc(C(=O)N2CCN(c3cnn(C)c(=O)c3Cl)CC2)cc1	17	0	22	9	0	1	-6	4
CN(CC(=O)Nc1ccc(N2CCOCC2)cc1)C(=O)c1cc(S(=O)(=O)N(C)C)ccc1Cl	6	-2	-16	-21	12	1	-24	-10
O=C(NC1CCCCC1)N1CCc2[nH]c3ccccc3c2C1	10	37	-2	3	5	12	0	-5
CC(C)CCOP(=O)(c1ccccc1)c1ccccc1	13	10	-5	-1	9	-1	6	5
N#CC1(Nc2cccc(Br)c2)C(=O)Nc2ccccc21 (centres undefined)	21	2	6	9	12	-8	-7	8
O=C(Nc1ccccc1Cl)c1ccc(S(=O)(=O)N2CCOCC2)cc1	7	8	-3	-5	0	-12	-9	1
O=C(c1ccco1)N1CCN(C2CCCC2)CC1	-8	-4	8	5	-7	10	3	-6
O=S(=O)(c1ccc(Cl)cc1Cl)n1ccc2cccnc21	13	4	-12	-2	-3	4	7	2
O=C1NC(=O)/C(=C\c2ccc(Sc3ccc(Cl)cc3)o2)N1	5	13	-7	-9	-3	-7	6	-9
Cc1ccc(C(=O)NC2CCCCC2)cc1	-5	-5	-96	-62	0	-8	-80	-4
CC(C)[C@H](NC(=O)N1c2ccccc2NC(=O)[C@@H]1C(C)C)C(=O)N[C@H](C(=O)O)c1ccccc1	0	2	9	-9	-8	-11	-14	-8
COc1ccc(N=Nc2cc(C)c(O)c(CN3CCCCC3)c2)cc1	21	5	-34	-26	1	-10	7	-31
CC(C)(C)c1ccc(-c2nnc(N)o2)cc1	10	-17	-71	-37	-3	1	-16	4
COCC(C)n1c(C)cc(C(=O)COC(=O)c2c(C)nn(-c3ccccc3)c2C)c1C (centres undefined)	-12	8	7	12	1	-2	3	4
Cc1ccccc1OCc1nnc(SCc2cc(=O)[nH]c3ccccc23)n1-c1ccccc1	22	13	-16	18	-4	-6	10	-7
Clc1ccc(Oc2nc3c(Cl)cccc3s2)cc1Cl	17	-12	-7	-9	7	-9	-10	-1
CCc1nc2ccc(C(=O)NC3CCC(C)CC3)cc2nc1CC (centres undefined)	23	1	-20	-36	11	-11	-26	-18
Cc1ccccc1N1CCN(C(=S)c2ccccc2)CC1	6	6	13	10	-4	-5	7	6
CCc1cc(C(c2ccc(OC)c(OC)c2)N2CCOCC2)c(NC(=O)c2ccccc2)s1 (centres undefined)	29	8	9	0	18	5	-4	14
c1ccc(COc2ccccc2CNc2nn[nH]n2)cc1	-10	-4	-9	4	0	3	-2	-3
Next part.
SMILES	CCR6 antag	Apaf1 inhib	697 NFkB inh	Jurkat NFkB inh	EBI2 antag	SENP8 block	Gli-Sufu antag	UBC13 polyUb
Cc1ccc(OCc2cc(C(=O)N(CCO)Cc3cccs3)no2)cc1C	6	14	-72	-64	4	-5	-18	1
COc1ccc(NC(=O)CN2CCc3ccccc3C2)cc1OC	3	3	-6	-5	-7	-6	-1	-15
O=C(CCc1nnc(CCCCc2ccccc2)o1)NC1CCCC1	0	3	17	2	-3	-5	1	-4
COc1ccc(C)cc1-n1c(C)cc(C=O)c1C	11	3	4	-4	-12	0	-3	-12
CCCCOC(=O)Sc1nc2ccccc2o1	8	12	15	-20	-6	-18	5	-10
COc1cc(C(=O)Oc2ccccc2N)cc(OC)c1OC	29	4	16	12	1	-5	4	-4
COc1ccc(-c2noc(CN(C)C(=O)c3ccc4c(c3)OCO4)n2)cc1	2	7	11	-1	6	-2	-14	8
CN(C)C(CNc1ccc(S(C)(=O)=O)cc1[N+](=O)[O-])c1ccccc1 (centres undefined)	16	7	-96	-116	5	44	3	-5
O=C(COC(=O)/C=C/c1ccccc1)NC1CCCCCC1	0	5	12	-9	0	10	-4	0
COc1cc(NS(=O)(=O)c2ccccc2)ccc1-n1nc(C)cc1C	-17	6	10	6	6	-10	2	-2
Cc1sc(NC(=S)NC(=O)c2ccco2)c(C(N)=O)c1C	28	3	-34	-28	11	-7	-24	-7
O=C(c1ccccc1)c1ccc(OCC(O)CN2CCN(S(=O)(=O)N3CCCCC3)CC2)cc1 (centres undefined)	3	8	-8	15	-3	-8	11	1
CCCCn1c(N)c(N(CCOC)C(=O)c2cccc(N3C(=O)c4ccccc4C3=O)c2)c(=O)[nH]c1=O	8	0	9	28	6	0	0	3
CCOC(=O)CSCC(=O)Nc1nnc(-c2cccc([N+](=O)[O-])c2)s1	5	8	24	15	1	-7	5	-3
CN(CC(=O)Nc1ccc(OC(F)(F)F)cc1)C(=O)Cc1ccc2c(c1)CCC2	19	12	13	-3	-5	-7	-2	1
Cc1cc(C)cc(NC(=O)NC2CCCCCCC2)c1	-8	18	5	5	3	0	-2	4
C/C(=N\NC(=O)c1ccc(CSc2nncn2C)cc1)c1ccc(Cl)cc1	10	9	2	4	-6	-4	-3	-7
Cc1[nH]n(-c2ccccc2)c(=O)c1C(c1cccc([N+](=O)[O-])c1)c1c(C)[nH]n(-c2ccccc2)c1=O	23	64*	9	-1	16	-13	4	-30
CC(/C=C/c1ccccc1)=N\NC(=O)CNC(=O)c1ccccc1Cl	11	-4	12	6	2	-14	-7	-7
O=C(CSc1nc2ccccc2c(=O)n1-c1ccc(F)cc1)Nc1ccc(Cl)c(S(=O)(=O)N2CCOCC2)c1	-8	-1	-7	2	7	-5	20	36
O=C(NCC1CCN(S(=O)(=O)c2ccccc2)CC1)Nc1ccc(F)cc1	0	8	0	-4	11	-7	-2	6
O=C(Nc1c(Cl)cc(Cl)cc1-c1nc2ccccc2s1)c1ccc(Br)o1	18	5	14	1	25	-7	7	18
COc1ccccc1NC(=S)NN1CCN(C)CC1	-11	13	-7	-13	-7	-3	-6	-8
Cc1nn(C)c(C)c1S(=O)(=O)N1CCCC(C(=O)N2CCN(c3ccccc3)CC2)C1 (centres undefined)	-2	0	-7	5	5	3	9	-4
Cc1cccc(C)c1NC(=O)C1CCCN1S(=O)(=O)c1ccc(-c2ccc(=O)[nH]n2)s1 (centres undefined)	10	5	6	-9	1	4	51	-12
The results go on.
SMILES	CCR6 antag	Apaf1 inhib	697 NFkB inh	Jurkat NFkB inh	EBI2 antag	SENP8 block	Gli-Sufu antag	UBC13 polyUb
COc1ccccc1OCCCCN1CCN(c2ccccc2OC)CC1	2	1	-11	-15	-6	-7	14	1
CC(C)CNC(=O)C1CCCN(C(=O)NCc2ccccc2)C1 (centres undefined)	-5	-1	15	17	-4	0	0	-2
COc1cccc(NC(=O)CN(c2ccccc2OC)S(=O)(=O)c2cccs2)c1	13	15	-7	-35	2	-6	1	7
CCN(c1ccc2c(c1)OCO2)S(=O)(=O)c1cc(Br)cc2c1N(C(C)=O)CC2	19	-2	1	10	-2	-7	-4	4
C[C@]12c3[nH]c4ccccc4c3CCN1C(=O)C(CC(=O)NCCc1ccccn1)C[C@@H]2C(=O)N1CCOCC1 (some centres undefined)	0	-4	4	3	-9	-2	-3	9
CCN1C(=O)N[C@@H](c2ccccc2)[C@@H](C(=O)OC)[C@H]1C	-1	-4	1	4	-9	-14	4	2
COc1ccccc1-n1c(C)nc2cc(C(=O)O)ccc21	1	-7	12	7	1	1	1	2
CCN(CC)S(=O)(=O)c1ccc(C(=O)Nc2cc(S(=O)(=O)N3CCOCC3)ccc2O)cc1	1	-6	-6	-3	-8	-1	-1	-2
O=C(COC(=O)COc1ccc(Br)cc1)NNC(=O)c1ccccc1	5	6	0	-8	-2	-1	-5	8
COc1ccc(N2CC(C(=O)N[C@@H](C)C(=O)NC3CCCCC3)CC2=O)cc1 (some centres undefined)	7	-3	-7	7	5	-5	-8	2
Cc1ccc(NC(=O)CS(=O)c2ccccc2N)c(C)c1 (centres undefined)	14	2	-2	-43	-13	2	-27	4
O=C(NCCS(=O)(=O)N1CCN(c2ccc(F)cc2)CC1)c1ccco1	7	-6	4	8	1	8	-2	-7
Cc1cccc(N(C)C(=O)c2cc(S(=O)(=O)N3CCCCC3)c[nH]2)c1	-9	5	3	-14	36	-6	13	-6
Cc1onc(-c2c(F)cccc2Cl)c1C(=O)N=C(N)N1CCCC1	9	-14	-6	-5	-17	2	-1	4
O=C(COC(=O)c1cccc(Br)c1)NCc1ccco1	6	-3	0	15	-2	-3	3	12
CCOCC(=O)Nc1nnc(COc2ccc(Cl)cc2)s1	2	9	8	-1	1	0	-6	3
N#Cc1ccccc1OCC(=O)N1CCN(S(=O)(=O)c2ccc(Cl)cc2)CC1	5	2	21	12	-1	-1	5	2
COc1ccc(/C=C/C(=O)NC(=S)NNC(=O)c2cnccn2)cc1	20	-11	-11	26	4	-9	39	-21
COc1ccc(CNC(=O)CN(C(=O)c2csnn2)c2ccc3c(c2)OCCO3)cc1	12	3	-1	-13	-14	1	-28	1
CN1CCC(N(C)C(=O)c2cc(=O)c3ccccc3o2)CC1	7	-1	-14	-12	5	0	4	-10
COc1ccc(-c2[nH]ncc2CN(C)CCN2CCOCC2)cc1F	1	9	-1	-9	1	-6	8	-3
COc1ccc(-c2csc(N(CCCN(C)C)C(=O)c3ccc(Br)cc3)n2)cc1	6	20	-15	-8	2	6	36	21
C/C(=N\NC(=O)c1cc2ccccc2cc1O)c1cc2ccccc2o1	40	18	-7	-1	-10	-9	-8	-18
Cc1cc(N2C(=O)c3ccccc3C2=O)n(C)n1	12	-21	11	-2	-13	1	1	2
CCCC(=O)n1nc(-c2ccco2)nc1N	14	-9	19	1	-12	-2	-5	3

Whole records from above.
Shown for `CCCC(=O)n1nc(-c2ccco2)nc1N` = CCR6 antag: 14; Apaf1 inhib: -9; 697 NFkB inh: 19; Jurkat NFkB inh: 1; EBI2 antag: -12; SENP8 block: -2; Gli-Sufu antag: -5; UBC13 polyUb: 3
Shown for `CCN1C(=O)N[C@@H](c2ccccc2)[C@@H](C(=O)OC)[C@H]1C` = CCR6 antag: -1; Apaf1 inhib: -4; 697 NFkB inh: 1; Jurkat NFkB inh: 4; EBI2 antag: -9; SENP8 block: -14; Gli-Sufu antag: 4; UBC13 polyUb: 2
Shown for `Cc1ccc(NC(=O)CS(=O)c2ccccc2N)c(C)c1` (centres undefined) = CCR6 antag: 14; Apaf1 inhib: 2; 697 NFkB inh: -2; Jurkat NFkB inh: -43; EBI2 antag: -13; SENP8 block: 2; Gli-Sufu antag: -27; UBC13 polyUb: 4

More structures follow:
SMILES	CCR6 antag	Apaf1 inhib	697 NFkB inh	Jurkat NFkB inh	EBI2 antag	SENP8 block	Gli-Sufu antag	UBC13 polyUb
COc1ccc(OC)c(NS(=O)(=O)c2ccc(-c3coc(C)n3)cc2)c1	14	-8	-2	9	-12	0	-1	2
COC(=O)c1ccc(-c2csc(NC(=O)C3=COCCO3)n2)cc1	-13	7	-8	-2	-11	0	-16	-5
COc1cc(N2C(=O)c3ccccc3C2=O)c(Cl)cc1C(=O)OCC(=O)NCc1ccco1	-7	0	11	4	-1	5	2	-8
CCS(=O)(=O)C(C)(CCl)C(=O)Nc1ccc(C(=O)OC)cc1 (centres undefined)	9	-4	8	1	-4	-4	2	3
Cc1cccc(OC(=O)c2sc3ncn(C)c(=O)c3c2C)c1	1	12	-13	-13	5	16	-4	2
Cc1onc(-c2ccccc2Cl)c1C(=O)NNC(=O)C1CCN(Cc2ccccc2)CC1	7	1	10	2	6	-1	13	8
COc1ccc(OC)c(NC(=O)c2ccccc2N(Cc2ccccc2)S(C)(=O)=O)c1	21	-2	3	-10	5	4	7	-3

Limited to CCR6 antag, SENP8 block and 697 NFkB inh (2 entries from above):
SMILES	CCR6 antag	SENP8 block	697 NFkB inh
Cc1onc(-c2ccccc2Cl)c1C(=O)NNC(=O)C1CCN(Cc2ccccc2)CC1	7	-1	10
COc1ccc(OC)c(NC(=O)c2ccccc2N(Cc2ccccc2)S(C)(=O)=O)c1	21	4	3
